# RGS7-Gao – RGS7-Galphao binding modulators, primary screen, biochemical, multiplexed bead flow cytometry | AID 1439, 2008 | binding response (% of control), % at 10 µM | actives 0.35% (n = 220,000) | actives lie on both sides | Guanine nucleotide-binding protein G(o) subunit alpha (Homo sapiens), P09471; in the data active = binding response below about 49% or above about 150%; inconclusive = no clear call, values can overlap the other calls; inactive = in between;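 note: fluorescent Galphao held in activated GDP-AlF4 state binding bead-coupled RGS7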
# Bcl-XL Bim block – inhibitors of Bim-Bcl-XL binding, primary screen, biochemical, multiplexed, bead flow cytometry, human Bcl-XL. Bcl-2-like protein 1 (Homo sapiens), Q07817. Bim peptide-Bcl-XL binding, fluorescence. inhibition, % at 10 µM. actives 0.04% (n = 190,000)
# Target sequence (Q07817 whole entry, looked up): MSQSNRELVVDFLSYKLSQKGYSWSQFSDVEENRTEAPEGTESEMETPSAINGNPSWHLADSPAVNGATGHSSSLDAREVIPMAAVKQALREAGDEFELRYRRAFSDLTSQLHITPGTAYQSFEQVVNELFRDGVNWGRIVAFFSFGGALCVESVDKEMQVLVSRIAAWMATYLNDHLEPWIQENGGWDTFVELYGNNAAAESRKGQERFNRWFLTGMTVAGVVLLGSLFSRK
# Bim-Bcl-2 – inhibitors of Bim-Bcl-2 binding, primary screen, biochemical, multiplexed, human Bcl-2 family | inhibition, % at 10 µM | Apoptosis regulator Bcl-2 (Homo sapiens), P10415 | AID 950, 2007 | actives 0.06% (n = 190,000) | Bead-based flow cytometry, Bim peptide-Bcl-2 binding; in the data active = inhibition above about 40%; inconclusive = no clear call, values can overlap the other calls;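 note: 0% = no compound wells with probe peptide and 100% = reference peptide inhibitor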
# Target sequence (P10415 whole entry, looked up): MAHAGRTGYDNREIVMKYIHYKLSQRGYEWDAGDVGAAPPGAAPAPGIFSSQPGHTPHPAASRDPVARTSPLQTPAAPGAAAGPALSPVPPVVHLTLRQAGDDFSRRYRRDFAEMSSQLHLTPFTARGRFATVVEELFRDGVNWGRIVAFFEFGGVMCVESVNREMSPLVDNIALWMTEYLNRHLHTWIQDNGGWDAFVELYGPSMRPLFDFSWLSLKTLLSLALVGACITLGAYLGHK
# RGS4-Gao reg – modulators of RGS4 binding to Galphao, primary screen, biochemical, multiplexed bead flow cytometry; Guanine nucleotide-binding protein G(o) subunit alpha (Homo sapiens), P09471; actives lie on both sides; binding response (% of control), % at 10 µM; actives 0.33% (n = 220,000); AID 1415, 2008; in the data active = binding response below about 49% or above about 150%; inactive = in between;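 note: fluorescent Galphao activated with aluminum fluoride binding bead-coupled RGS4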
# Bim-Bfl-1 – inhibitors of Bim binding to Bfl-1, primary screen, biochemical, multiplexed, bead-based flow cytometry | actives 0.12% (n = 190,000) | inhibition, % at 10 µM | AID 1008, 2008 | Bcl-2-related protein A1 (Homo sapiens), Q16548 | Bim-Bfl-1 binding inhibition;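 note: 0% = wells without compound plus tracer and 100% = blocker peptide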
# GSH fluor – compound fluorescence on glutathione beads, profiling panel, artefact control, biophysical, 488/530 nm, flow cytometry. GSH beads flow cytometry, compound fluorescence 488/530 nm; active compounds read high. fluorescence (KMESF) at 10 µM. actives 0.25% (n = 190,000). AID 1776, 2009; in the data active = fluorescence above about 89;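 note: glutathione beads carrying GST-tagged Bcl family fusion proteins plus one bare bead set; values are compound well signal with DMSO vehicle wells as background; inactives centre near 16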
# RGS8-Gao – RGS8-Galphao binding modulators, primary screen, biochemical, multiplexed bead flow cytometry | actives lie on both sides | response (percent of control binding), % at 10 µM | actives 0.34% (n = 220,000) | Guanine nucleotide-binding protein G(o) subunit alpha (Homo sapiens), P09471; in the data active = response below about 60% or above about 140%; inactive = in between;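 note: Galphao activated as the GDP aluminium fluoride complex binding bead-coupled RGS8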
# Mcl-1 Bim block – inhibitors of Bim peptide binding to Mcl-1, primary screen, biochemical, bead-based flow cytometry, multiplex | Induced myeloid leukemia cell differentiation protein Mcl-1 (Homo sapiens), Q07820 | Bim peptide-Mcl-1 binding | inhibition, % at 10 µM | actives 0.1% (n = 190,000);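 note: 0% = no compound tracer wells and 100% = peptide blocker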
# Mcl1 Bid PPI – Mcl-1/Bid binding inhibitors, primary screen, biochemical, TR-FRET, 1536-well; TR-FRET Mcl-1/Bid-Dy647 peptide binding; inhibition, % at 21.7 µM; AID 1021, 2008; actives 0.97% (n = 220,000);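 active = compounds that cut the binding signal by more than half at the single screening dose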;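 note: His-tagged Mcl-1 with europium anti-His antibody binding Bid BH3 peptide; 0% = Mcl-1 plus peptide wells and 100% = peptide-only wells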
# Bim-Bcl-W – inhibitors of Bim binding to Bcl-W, primary screen, biochemical, multiplexed, bead-based flow cytometry; inhibition, % at 10 µM; Bcl-2-like protein 2 (Homo sapiens), Q92843; Bim peptide-Bcl-W binding; actives 0.02% (n = 190,000);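 note: 0% = bound tracer without compound and 100% = peptide blocker; higher means less fluorescent Bim peptide bound to Bcl-W beads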
# Target sequence (Q92843 whole entry, looked up): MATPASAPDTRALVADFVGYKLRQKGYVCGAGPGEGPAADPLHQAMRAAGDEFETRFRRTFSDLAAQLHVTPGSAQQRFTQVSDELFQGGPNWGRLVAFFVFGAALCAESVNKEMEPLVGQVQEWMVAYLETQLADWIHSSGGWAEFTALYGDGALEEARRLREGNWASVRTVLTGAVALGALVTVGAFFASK
# Bim-Bcl-B – inhibitors of Bim-Bcl-B binding, primary screen, biochemical, multiplexed, human Bcl-2 family; Bcl-2-like protein 10 (Homo sapiens), Q9HD36; bead-based flow cytometry, Bim peptide-Bcl-B binding; inhibition, % at 10 µM; actives 0.073% (n = 190,000); AID 951, 2007;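 note: 0% = tracer peptide without compound and 100% = reference inhibitor peptide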
# Target sequence (Q9HD36 whole entry, looked up): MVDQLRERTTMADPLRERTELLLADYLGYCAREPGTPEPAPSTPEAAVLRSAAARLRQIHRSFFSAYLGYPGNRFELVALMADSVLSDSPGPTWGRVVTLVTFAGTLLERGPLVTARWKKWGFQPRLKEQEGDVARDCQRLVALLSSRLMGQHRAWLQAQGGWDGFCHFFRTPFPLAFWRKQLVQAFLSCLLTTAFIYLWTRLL
# * marks the source's active call; other numbers are inactive results; ? = inconclusive. Cut-off read from the data, not from the text of the source, unless noted: active = inhibition above about 40%.
SMILES,RGS7-Gao,Bcl-XL Bim block,Bim-Bcl-2,RGS4-Gao reg,Bim-Bfl-1,GSH fluor,RGS8-Gao,Mcl-1 Bim block,Mcl1 Bid PPI,Bim-Bcl-W,Bim-Bcl-B
CCOC(=O)Cc1nnc(NC(=O)CC)s1,95,-4,-4,98,-6,70,99,0,-8,0,-3
COc1ccc(S(=O)(=O)N2CCNC(=O)C2)cc1Br,98,0,-2,102,0,74,103,1,2,0,1
C(=N\N1CCN(Cc2cccc3ccccc23)CC1)/c1cccnc1,101,-2,-3,101,-3,11,102,0,58*,-2,-2
Cc1oc(-c2ccccc2Cl)nc1CSCC(=O)O,92,0,-7,94,-10,25,95,1,-4,2,-6
N#Cc1ccccc1NC(=S)Nc1ccc(F)cc1,102,-3,-2,105,1,12,104,14,-41,4,-3
CCOC(=O)CSc1nc2cccnc2n1-c1ccc(F)cc1,96,5,-4,99,-10,38,100,0,-34,4,-6
C=CCNC(=O)c1cc2cccc(OC)c2oc1=O,100,-13,0,103,-3,9,100,-25,2,-10,-3
CCOC(=O)/C=c1\s/c(=C\c2ccc(C(=O)OC)cc2)c(=O)n1CC(=O)Nc1ccccc1,102,0,0,99,-4,10,101,1,6,-1,-2
CN(C)C(CNC(=S)Nc1ccc(F)cc1)c1cccnc1 (stereo not drawn),100,-3,-5,98,-1,20,102,-2,-21,-3,1
Cc1ccc(NC(=O)C2=C(c3ccccc3)S(=O)(=O)CCS2(=O)=O)cc1,93,-3,-3,102,-9,16,98,0,3,-1,-1
CC(=O)NCCCNc1ccc([N+](=O)[O-])cc1,99,-6,-2,103,-1,12,106,-2,-32,-1,-3
N#Cc1ccccc1Cn1cc(/C=N/Nc2ccc([N+](=O)[O-])cn2)c2ccccc21,101,-1,-1,111,0,13,106,1,-32,0,0
CCN1CCN(CCC(=O)Nc2cccc(OC)c2)CC1,100,0,-2,97,-1,11,97,2,-9,2,-1
CCOc1ccc(C(C)=O)cc1CSc1nnnn1-c1ccc(O)cc1,?,-3,-5,93,-6,16,94,-4,-23,-1,-6
O=C(Nc1ccc2[nH]c(=O)[nH]c2c1)c1c(F)c(F)c(F)c(F)c1F,101,0,1,98,0,71,101,0,-17,0,0
Cc1ccc(C)c(OCC(=O)Nc2nc3ccc([N+](=O)[O-])cc3s2)c1,96,-4,-6,101,-9,13,91,0,-1,-2,-8
C/C(=N\NC(=O)CSc1nc2ccccc2c(=O)n1-c1ccccc1C)c1cccs1,99,-1,0,103,0,25,100,0,-4,-1,-3
CN(CCCNC(=O)c1cc2c(=O)[nH]c3ccccc3c2n1C)Cc1ccccc1,107,0,-1,105,-4,13,98,-5,-33,-2,0
CCOC(=O)N1CCN(S(=O)(=O)N(C)C)CC1,100,-9,-8,100,-13,24,101,0,-30,-1,-10
COc1cccc(CN2CCCC(C(=O)c3ccc4c(c3)OCO4)C2)c1O (stereo not drawn),101,0,-2,105,-1,17,108,0,-62,0,-3
CCn1c2ccccc2c2nnc(SCc3ccccc3)nc21,96,-5,-3,95,-9,15,99,0,3,-7,-10
Cc1noc(C)c1C(=O)Nc1sc2c(c1C(N)=O)CCC2,119,-1,4,120,1,23,127,0,-31,1,1
CCOC(=O)NC(Nc1nnc(C)s1)(C(=O)OCC)C(F)(F)F (stereo not drawn),100,-16,-11,102,-14,59,103,1,-18,3,-8
Cc1ccc(NCc2ccc(Cl)nc2)c(NCc2ccc(Cl)nc2)c1,101,-5,0,102,-5,13,102,-4,-39,-3,-7
O=C(O)c1c(NC(=O)c2cccc3ccccc23)sc2c1CCC2,98,-2,-9,101,-10,12,103,1,6,0,-9
O=C(CS(=O)(=O)c1cn(Cc2ccc(F)cc2)c2ccccc12)N1CCOCC1,122,-1,-3,120,4,17,115,-6,-16,-2,0
Cn1c(=O)n(C)c2cc(NC(=O)c3cc4ccccc4o3)ccc21,101,1,-7,102,-3,32,101,-2,-14,-1,-1
O=C(O)Cn1nnnc1SCC(=O)Nc1ccc(OC(F)(F)F)cc1,97,-6,-10,99,-16,25,100,0,24,2,-3
C/C(=N\NC(=O)C1CC1(C)c1ccccc1)c1ccco1 (stereo not drawn),101,-7,-5,102,-12,14,103,-6,-23,-5,-9
Nn1c(SCC(=O)NCCC2=CCCCC2)nnc1C1CCCCC1,106,-8,-3,103,-11,52,98,1,-18,2,-3

# Pulled by structure from the list above, two records:
SMILES,RGS7-Gao,Bcl-XL Bim block,Bim-Bcl-2,RGS4-Gao reg,Bim-Bfl-1,GSH fluor,RGS8-Gao,Mcl-1 Bim block,Mcl1 Bid PPI,Bim-Bcl-W,Bim-Bcl-B
C/C(=N\NC(=O)C1CC1(C)c1ccccc1)c1ccco1 (stereo not drawn),101,-7,-5,102,-12,14,103,-6,-23,-5,-9
O=C(O)c1c(NC(=O)c2cccc3ccccc23)sc2c1CCC2,98,-2,-9,101,-10,12,103,1,6,0,-9

# (listing goes on)
SMILES,RGS7-Gao,Bcl-XL Bim block,Bim-Bcl-2,RGS4-Gao reg,Bim-Bfl-1,GSH fluor,RGS8-Gao,Mcl-1 Bim block,Mcl1 Bid PPI,Bim-Bcl-W,Bim-Bcl-B
COC(=O)[C@@H]1[C@@H](C)OC(=O)N[C@H]1c1ccccc1,95,0,1,95,0,17,85,0,7,0,0
O=C(O)Cn1c(-c2ccccc2)nc2ccccc21,98,-3,0,99,-11,5,99,1,-4,4,-5
O=c1[nH]c(CN2CCN(c3ccc(F)cc3)CC2)nc2ccccc12,92,-1,-3,93,-2,14,96,-3,-83,-2,-2
Cc1cccc(-c2nnc(SCC#N)n2-c2ccccc2)c1,99,-1,-1,103,-1,15,102,0,-14,0,-5
OCCC1CN(Cc2cccc(O)c2)CCN1CCc1ccccc1 (stereo not drawn),102,0,-1,106,0,18,106,2,-19,0,-1
Fc1ccc(/C=N/NC(=S)Nc2ccc(Cl)cc2)cc1F,100,-12,-7,102,-17,21,102,-6,38,-8,-19
c1ccc2c(c1)ccc1nnc(SCc3ccc4c(c3)OCCO4)n12,99,-3,-7,102,-11,13,104,-2,-11,-1,-7
CC(=O)NC(CCS(C)(=O)=O)C(=O)Nc1cccc(Cl)c1Cl (stereo not drawn),108,-2,-1,104,-6,16,100,0,31,0,-5
CC(C)(C)n1nnnc1CN1C2CCC1CC(NC(=O)Nc1ccccc1)C2 (stereo not drawn),96,-10,-7,96,-10,33,94,0,-23,-2,-6
CON(C)c1nc(OCCNC(=O)COc2ccc(Cl)cc2C)nc(N(C)C)n1,98,-2,-4,102,-4,64,100,-4,-9,0,-2
COc1ccc(-c2noc(CCc3ccccc3)n2)cc1,?,-2,-2,102,-6,15,101,-2,-25,0,-3
COCCOC(=O)c1sc2nc[nH]c(=O)c2c1C,97,3,-2,99,-1,8,99,1,-2,1,0
COc1ccc(C(=O)/C=C/N(C)C)cc1,100,0,-6,101,-9,30,102,0,-31,-3,-6
COCCn1c(=O)[nH]c2cc(C(=O)N3CCN(c4ccccc4OC)CC3)ccc2c1=O,96,0,4,97,3,51,92,-1,-60,1,2
Cn1cnnc1SCC(=O)c1ccc(O)c(O)c1,93,-2,-2,94,-3,11,95,0,-47,0,0
CCOc1ccc(C(C)=O)cc1CSc1nnc(N)s1,88,-4,-2,88,1,61,91,0,-16,-1,1
CCCc1ccc(C2C3=C(CC(C)(C)CC3=O)NC3=C2C(=O)c2ccccc23)cc1 (stereo not drawn),105,0,0,101,-3,23,102,-1,-15,-2,-1
Cc1ccc(C(=O)C(C)OC(=O)c2n[nH]c(=O)c3ccccc23)cc1 (stereo not drawn),99,-13,-17,101,-23,23,99,-7,-17,-5,-13
C=CCNC(=O)CN1CCC(NC(=O)c2ccco2)CC1,?,-1,0,101,-6,26,99,0,-15,0,0
CN1C(=O)C2(C(C#N)=C(N)N(c3cc(Cl)cc(Cl)c3)C3=C2C(=O)CC(C)(C)C3)c2ccccc21 (stereo not drawn),104,-4,-4,101,-1,17,99,-2,-5,-2,-3
O=C(N/N=C/c1c[nH]c2ccccc12)C1CC(=O)N(c2ccccc2)C1 (stereo not drawn),113,-1,-3,104,-4,13,107,2,-6,0,1
COC(=O)C1=C(C)OC(N)=C(C#N)C1c1cc2cccc(C)c2nc1Cl (stereo not drawn),98,-2,-3,100,-3,22,105,-2,-12,-2,-7
CCN(CC)S(=O)(=O)c1cccc(C(=O)Nc2sc3c(c2C(N)=O)CCCC3)c1,97,7,0,101,-1,7,101,5,-41,4,8
CCOc1ccc(CCNC(=O)c2cccc(C#N)c2)cc1OCC,103,-3,-4,107,-9,11,104,-1,-21,-3,-2
COc1ccc2[nH]c(=O)c(C(=O)O)cc2c1,105,0,0,103,3,19,99,-2,-1,0,1
CC(/C=N/NC(=O)c1cc(-c2cccs2)[nH]n1)=C\c1ccccc1,100,-4,0,99,-4,12,101,0,-14,0,-1
COc1cc(C(=O)OCC(=O)Nc2cc(-c3cc(C)c(C)cc3C)nn2-c2ccccc2)cc(OC)c1OC,100,-8,-5,100,0,12,108,-4,3,-4,-10
CC(C)=CC(=O)Nc1ccc2c(c1)OCO2,101,1,-5,103,2,11,98,0,-20,0,0
COc1ccc(Cl)cc1C(=O)Nc1nnn(C)n1,107,-19,-4,109,-7,257*,112,-5,-17,0,-5
Cc1cc(C)n(-c2ccc(C(=O)Nc3ccc(S(=O)(=O)NCc4ccco4)cc3)cc2)n1,101,-7,-7,99,-17,27,100,-2,-22,0,-8
CCCn1c(N2CCN(C(=O)Nc3ccccc3)CC2)nc2ccccc21,97,-4,-3,99,-7,13,100,-1,-25,-3,-6
COc1cc(C(c2nnnn2C2CCCC2)N2CCN(C)CC2)cc(OC)c1OC (stereo not drawn),103,1,6,103,4,22,102,5,26,5,0
Cc1ccc(C)c(NC(=S)NC(NC(=O)/C=C/c2ccccc2)C(Cl)(Cl)Cl)c1 (stereo not drawn),100,-2,-1,100,-2,18,101,-4,-10,-7,-8
COc1cc(OC)cc(C(=O)NNC(=S)Nc2ccccc2OC)c1,105,-9,-1,100,3,11,99,-9,-118,-6,-26
COc1ccc([N+](=O)[O-])cc1NC(=O)c1ccc(N(Cc2ccccc2C)S(C)(=O)=O)cc1,98,-8,-4,96,-6,13,97,-3,-3,-6,-8
Nc1nc(NCc2ccccc2)nc(Nc2cccc(F)c2)c1[N+](=O)[O-],97,-3,-1,101,-1,11,99,-5,-11,-5,0
Cc1cnc(NC(=O)C2(c3ccccc3)CC2)s1,?,0,-2,99,-5,14,101,1,-6,-1,-1
Cc1ccc2[nH]c(C)c(CC(=O)O)c2c1,108,-1,-5,100,-3,16,99,-2,-7,0,-3
Cc1cc2oc(=O)cc(CSc3nnc(-c4cccs4)o3)c2cc1C(C)C,104,-5,-7,103,-11,14,103,-3,-84,-3,-11

# Source: PubChem (several laboratories)
